# RMI FANCM FP – inhibitors of human RMI core complex binding to FANCM MM2; FP signal (polarization) at 33 µM; 0.58% of 70,000 active; Fluorescence polarization, RMI core complex with F-MM2 peptide; hits give low values; AID 1159607; in the data active means FP signal below about 40; further: inactives centre near 61; strong numbers were not always called active; unit not given here
# Starred values were filed as active, the others as inactive; & = joins results of further samples. Only part of the results is shown (hit frequency here may not be typical).
no.	molecule	RMI FANCM FP
1	CC(C)(C)c1nc(-c2ccc(C(F)(F)F)cn2)no1	35
2	Cc1cccc(C(=O)Nc2nc(-c3ccc([N+](=O)[O-])cc3)cs2)c1	63
3	CN(C(=O)c1ccc(C(=O)c2ccccc2)cc1)c1nnc(C23CC4CC(CC(C4)C2)C3)s1	52
4	NCCCCNS(=O)(=O)c1cccc2c(Cl)cccc12	58
5	CC(=O)Nc1ccc(OCC(O)Cn2c3ccccc3c3ccccc32)cc1 (centres undefined)	59
6	CCOC(=O)c1cnc(Nc2nc(C(C)(C)C)cs2)nc1C	48
7	COc1ccccc1C(=O)NCCN1CCN(c2ccccc2F)CC1	64
8	O=C(NCCn1ncc2c(=O)n(Cc3ccc(F)cc3)cnc21)c1ccccc1Cl	77
9	COc1ccc(OC)c(C2c3cccn3CCN2S(=O)(=O)c2ccc(NC(C)=O)cc2)c1 (centres undefined)	55
10	CC(C)(C)c1ccc(C(=O)Nc2ccc(Cl)c(N3CCCS3(=O)=O)c2)cc1	56
11	O=C(O)CCCc1c[nH]c2ccccc12	56
12	O=C(CC1CCCCN1S(=O)(=O)c1ccccc1)NCCc1c[nH]c2ccccc12 (centres undefined)	73

# Looked up above.
# no. 3 – RMI FANCM FP = 52
# no. 4 – RMI FANCM FP = 58
# no. 9 – RMI FANCM FP = 55
# no. 7 – RMI FANCM FP = 64

# Further records.
no.	molecule	RMI FANCM FP
13	Cc1nc(C(=O)/C=C/N(C)C)cs1	59
14	CCOC(=O)N1CCc2c(sc(NC(=O)c3ccc(C(C)(C)C)cc3)c2C#N)C1	80
15	COc1ccc(CC(=O)Nc2ccc(SCC(=O)N3CCCC3)nn2)cc1	69
16	O=C(OCCCCCOc1ccc(Cl)cc1)c1ccco1	59
17	CS(=O)(=O)N1CCCC1C(=O)N1CC(=O)Nc2ccccc21 (centres undefined)	66
18	CN(/N=C\c1ncc(C(F)(F)F)cc1Cl)C(=O)Nc1ccc(Cl)cc1	57
19	CCSc1nc(N)c2c(n1)NC1=C(C(=O)CC(C)(C)C1)C2c1cccs1 (centres undefined)	50
20	Cn1c(=O)c2c(nc(OCc3ccccc3Cl)n2Cc2ccc(Cl)cc2)n(C)c1=O	51
21	Cc1cc(C)cc(-n2[nH]nnc2=S)c1	68
22	O=C(NCCC1=CCCCC1)C(=O)Nc1cccc([N+](=O)[O-])c1	57
23	O=C1c2oc3ccc(Cl)cc3c(=O)c2C(c2ccco2)N1CCN1CCOCC1 (centres undefined)	32
24	O=C1C(=O)N(CN2CCN(C(c3ccccc3)c3ccccc3)CC2)c2ccccc21	64

# Following part
no.	molecule	RMI FANCM FP
25	O=C(O)c1nccnc1C(=O)NC(c1ccccc1)c1ccccc1	55
26	COc1ccc(NC(=O)NCC(c2ccc3c(c2)CCN3C)N2CCN(C)CC2)cc1 (centres undefined)	64
27	COC(=O)c1ccccc1N1C(=O)CC(Sc2ccccc2C(=O)O)C1=O (centres undefined)	56
28	O=C(COc1ccc(Cl)cc1Cl)Nc1sc2c(c1-c1nc3ccccc3s1)CCN(Cc1ccccc1)C2	-37
29	CCOC(=O)Cc1csc(NC(=O)c2csc3nc(-c4ccc(F)cc4)cn23)n1	67
30	Clc1ccccc1Cn1nnc2c(N/N=C\c3cccs3)ncnc21	54
31	O=C(CC1Sc2ccccc2NC1=O)Nc1ccc(OC(F)(F)F)cc1 (centres undefined)	66
32	COc1ccc(OC)c(/C=N/NC(=O)c2cc(-c3c(C)nn(-c4ccccc4)c3C)n[nH]2)c1	64&59
33	Cc1cccc(C)c1NC(=O)CSc1nc(-c2ccccc2F)nc2c1Cc1c(CO)cnc(C)c1O2	64
34	CCN(CC)c1ccc2cc(C(=O)c3cc4ccc(N(CC)CC)cc4oc3=O)c(=O)oc2c1	-74
35	O=C(c1ccc(Cl)c(S(=O)(=O)N2CCCCCC2)c1)N1CCc2ccccc21	63
36	CC(=O)N1N=C(c2ccc(Br)cc2)CC1c1ccc(Br)cc1 (centres undefined)	54

# Later entries.
no.	molecule	RMI FANCM FP
37	Nc1ccc(-c2cn3ccsc3n2)cc1	55
38	CC(C)(C)C(=O)Nc1nc(CC(=O)NCCC2=CCCCC2)cs1	72
39	Cc1cccn2cc(-c3ccc(NS(=O)(=O)c4ccc(Br)cc4)cc3)nc12	55
40	CCCN(CCC)S(=O)(=O)c1ccc(C(=O)Nc2nc(-c3ccc(Cl)s3)cs2)cc1	62
41	CCOc1ccc(-n2nnnc2CNC(=O)CCCN2C(=O)c3ccccc3C2=O)cc1	59
42	CCS(=O)(=O)N1CCc2ccc(NS(=O)(=O)c3ccc(OC)c(OC)c3)cc2C1	62
43	CCOC(=O)C1=C(C)NC(=O)NC1c1ccccc1 (centres undefined)	56
44	Cc1cccc(NC(=O)CC2CCCCN2S(=O)(=O)c2ccccc2)c1C (centres undefined)	68
45	Cc1ccc(C)c(CN2C(c3ccccc3Cl)Nc3ccccc3S2(=O)=O)c1 (centres undefined)	72
46	Cc1c(-c2cccs2)n[nH]c(=O)c1C	52
47	Cc1cc(NC(=O)CSc2ccc(NC(=O)c3cccc(F)c3)nn2)on1	80
48	FC(F)(F)c1cccc(Nc2nc(N3CCCC3)nc(N3CCCC3)n2)c1	55

# Shown with values ahead of the structure: entries from further up
entry	RMI FANCM FP	SMILES
40	62	CCCN(CCC)S(=O)(=O)c1ccc(C(=O)Nc2nc(-c3ccc(Cl)s3)cs2)cc1
41	59	CCOc1ccc(-n2nnnc2CNC(=O)CCCN2C(=O)c3ccccc3C2=O)cc1
42	62	CCS(=O)(=O)N1CCc2ccc(NS(=O)(=O)c3ccc(OC)c(OC)c3)cc2C1

# Continuation.
no.	molecule	RMI FANCM FP
49	Cc1ccc2nc(Cl)c(C=O)cc2c1	61
50	C=CCN1C(=O)C(C)(C)COc2cc(NS(=O)(=O)Cc3ccc(F)cc3)ccc21	66
51	CCc1nc2sc(C(c3ccc([N+](=O)[O-])cc3)N3CCCC3)c(O)n2n1 (centres undefined)	53
52	O=C1c2cccc3c(Br)ccc(c23)C(=O)N1CCO	-1*
53	COc1ccc(N=Cc2cc([N+](=O)[O-])ccc2O)c2ccccc12	58
54	O=C1CSCC(=O)N1c1ccc2c(c1)OCO2	55
55	Fc1ccc(NC(=S)NCC2CCCO2)cc1 (centres undefined)	60
56	O=C(NCC1COC2(CCCCC2)O1)C(=O)Nc1ccccc1F (centres undefined)	57
57	O=C(/C=C/c1ccccc1)c1c(F)c(F)c(F)c(F)c1F	55
58	COC(=O)C1CCN(C(=O)CCc2c(C)nn(-c3nc(C)cc(=O)[nH]3)c2C)CC1	62
59	CCNc1nn(CC(=O)Nc2ccc(C)c(C)c2)c(N)c1-c1nc(-c2ccc(OC)cc2)no1	80
60	O=C(NC1(C(F)(F)F)Oc2ccccc2O1)C(F)(F)F	62

# (list continues)
no.	molecule	RMI FANCM FP
61	Cc1cc(=O)c2cc(C(=O)O)ccc2[nH]1	60
62	O=C(Nc1ccccc1)Nc1ccc(Cl)cc1SCc1ccccc1	47
63	CC1(C)NC(=O)N(c2ccc([N+](=O)[O-])c(C(F)(F)F)c2)C1=O	55&53&40
64	Cc1ccc(NC(=O)Cn2c(C)cc(C)c(-c3nc(-c4ccc5c(c4)OCO5)no3)c2=O)cc1C	131
65	O=C1CCCC2=C1C(c1cccc(Cl)c1Cl)n1nc(-c3ccco3)nc1N2 (centres undefined)	64
66	O=[N+]([O-])c1ccc(C(Nc2nccs2)c2ccc3cccnc3c2O)cc1 (centres undefined)	56
67	CC(C)CCNS(=O)(=O)c1ccc2c(c1)C(=NN)c1cc(S(=O)(=O)NCCC(C)C)ccc1-2	57
68	Clc1ccc2ncccc2c1	58
69	CC(C)c1ccc(-c2csc(NC(=O)c3ccc(C#N)cc3)n2)cc1	60
70	N#Cc1c(=O)[nH]c(O)c2c(=N)oc3ccc(Cl)cc3c12	10*
71	CC(C)NC(=S)NCCc1ccncc1	51
72	COc1ccc(C(=O)NCc2nnc(SCC(=O)c3ccccc3)n2C2CCCCC2)cc1	63

# Next entries follow.
no.	molecule	RMI FANCM FP
73	CC(=O)C1=C(C)NC(SCc2ccc(Cl)cc2)=C(C#N)C1c1ccccc1Cl (centres undefined)	99
74	CC(C)c1ccc(S(=O)(=O)Nc2ccc3c(c2)CN(C(=O)c2ccco2)CC3)cc1	65
75	CC1=C(/C=C/C(C)=C/C=C/C(C)=C/C=C/C=C(C)/C=C/C=C(C)/C=C/C2=C(C)CCCC2(C)C)C(C)(C)CCC1	60
76	O=C(CS(=O)(=O)CC(=O)c1ccccc1)c1ccccc1	58
77	NC(=O)c1ccc(NC(=O)Cc2csc(Nc3ccc(F)cc3)n2)cc1	63
78	O=C(NCC(c1ccc(F)cc1)N1CCOCC1)C(=O)Nc1ccncc1 (centres undefined)	52
79	COc1cc2[nH]c3c(=O)n(CC(=O)Nc4cccc(SC)c4)cnc3c2cc1OC	119
80	CN(C)C(CNC(=O)NCc1ccc(F)cc1)c1ccsc1 (centres undefined)	73
81	C=C1N(c2cccc(Cl)c2)C(=O)OC1(C)C	59
82	CC(CC(=O)O)n1cccn1 (centres undefined)	57
83	O=C(c1csc(Nc2ccccc2)n1)N1CCCC1	64
84	CSC(=NC#N)N1CCN(c2c([N+](=O)[O-])cc(C(F)(F)F)cc2[N+](=O)[O-])CC1	60

# Continuation:
no.	molecule	RMI FANCM FP
85	COc1ccc(NC(=O)c2ccc(S(=O)(=O)N3CCOCC3)o2)cc1	56
86	CSc1nnc(C)c2cnn(-c3ccc(C)c(C)c3)c12	73
87	S=C1NCN(CCCn2ccnc2)CN1	54
88	Cc1cc(C(=O)N(CCCN(C)C)c2nc3ccc(Cl)cc3s2)on1	78
89	O=C(NCC1CCN(Cc2ccccc2)CC1)C(=O)NC1CCCC1	74
90	Cc1cc(=O)n2c(-c3ccc(NS(=O)(=O)c4cc(F)ccc4F)cc3)csc2n1	61
91	Cc1ccccc1C(=O)N/N=C\c1ccc(C(C)C)cc1	60
92	CCN(CC)CCN(C(=O)/C=C/c1cccs1)c1nc2ccc(C)cc2s1	84
93	COc1ccccc1CNC(=O)C(=O)Nc1ccc(N2CCCCS2(=O)=O)cc1	52
94	O=C(O)CC(NS(=O)(=O)c1ccc(Br)cc1)c1ccccc1 (centres undefined)	57
95	COCCn1c(SC(C)C)nnc1-c1c[nH]c2ccccc12	64
96	Cc1cc(NC(=O)c2ccc(N3C(=O)CCC3=O)cc2)c2cc(Br)ccc2n1	66

# (more compounds)
no.	molecule	RMI FANCM FP
97	Cc1ccc(-n2ncc3c(C)nn(CC(N)=O)c(=O)c32)c(C)c1	64
98	CCOc1cccc2cc(C(=O)Nc3cc(C)no3)oc12	69
99	O=C(NCCc1cccs1)c1c[nH]c2ccccc2c1=O	61
100	O=C(c1cccc([N+](=O)[O-])c1)N(Cc1cccnc1)c1nc2ccc(Cl)cc2s1	50
101	O=S(=O)(c1cccnc1)N1CCN(Cc2nc(-c3ccco3)cs2)CC1	57
102	CCCNC(=O)Nc1cc(S(=O)(=O)CC)ccc1O	59
103	COc1cc(C(C)=O)ccc1OCC(=O)Nc1c(C)nc2ccccn2c1=O	69
104	COc1ccc(CCNC(=S)NC(=O)c2ccc(Cl)cc2Cl)cc1OC	57
105	O=S(=O)(Nc1nc2c(F)cccc2s1)c1cccs1	72
106	O=C(CN1C(=O)/C(=C/c2cccc(Cl)c2)SC1=S)Nc1ccc2oc(=O)ccc2c1	62
107	COc1ccc(-n2ncc(NC(=O)N3CCN(c4ccc(C(F)(F)F)cn4)CC3)c2C)cc1	62
108	COc1ccc2c(c1)CCC1=CC(=O)CC[C@@]12C	59

# Following part:
no.	molecule	RMI FANCM FP
109	O=[N+]([O-])c1cc(Br)cnc1Sc1n[nH]c(-c2cccs2)n1	61
110	Cc1nnsc1C(=O)NN(C)c1ccc([N+](=O)[O-])cn1	58
111	CNc1cc(C#N)c2cc(Br)ccc2n1	54
112	CS(=O)(=O)c1ccc2nc(NC(=O)c3cc(Cl)sc3Cl)sc2c1	61
113	O=C1C(Cl)=C(NS(=O)(=O)c2cccs2)C(=O)c2ccccc21	64
114	CN[C@@H]1C(OC2[C@H](O[C@H]3[C@H](O)[C@@H](O)[C@H](N=C(N)N)[C@@H](O)[C@@H]3N=C(N)N)OC(C)[C@]2(O)CO)OC(CO)C(O)C1O (some centres undefined)	65
115	CCCNC(=O)C(=O)NCCc1ccc2c(c1)CCCN2C	58
116	O=C(NCCN1CCNC1=O)c1ccc2nccnc2c1	54
117	C/C(=N/OC(=O)Nc1cc(C(C)(C)C)n(-c2ccccc2)n1)c1ccco1	55
118	Cc1cccc(Cl)c1NC(=S)N1CCCC1	58
119	CN1CCN(C(CNC(=O)NCc2ccc(Cl)cc2)c2ccsc2)CC1 (centres undefined)	65
120	NS(=O)(=O)c1ccc(CCNC(=O)Cc2csc(Nc3ccccc3)n2)cc1	64

# In the list so far, these have a tert-butyl group:
no.	molecule	RMI FANCM FP
1	CC(C)(C)c1nc(-c2ccc(C(F)(F)F)cn2)no1	35
6	CCOC(=O)c1cnc(Nc2nc(C(C)(C)C)cs2)nc1C	48
10	CC(C)(C)c1ccc(C(=O)Nc2ccc(Cl)c(N3CCCS3(=O)=O)c2)cc1	56
14	CCOC(=O)N1CCc2c(sc(NC(=O)c3ccc(C(C)(C)C)cc3)c2C#N)C1	80
38	CC(C)(C)C(=O)Nc1nc(CC(=O)NCCC2=CCCCC2)cs1	72
117	C/C(=N/OC(=O)Nc1cc(C(C)(C)C)n(-c2ccccc2)n1)c1ccco1	55

# Next part
no.	molecule	RMI FANCM FP
121	CC(=O)N1CCc2ccc(NS(=O)(=O)c3ccc(C)s3)cc21	68
122	O=C(/C=C/c1ccccc1)Nc1nnc(SCC(=O)Nc2cc(C(F)(F)F)ccc2Cl)s1	92
123	CCOc1ccccc1C(=O)Nc1ccc2c(c1)N(CCC(C)C)C(=O)C(C)(C)CO2	56
124	COc1ccc(C(OC(=O)c2ccc(OC)c(OC)c2)c2nccc3ccccc23)cc1 (centres undefined)	56
125	O=S(=O)(NCCOc1ccc2nnc(-c3ccccc3Cl)n2n1)c1cccs1	69
126	N#C/C(=C\c1ccc(Oc2ccccc2)nc1)S(=O)(=O)c1ccccc1	56
127	C=CCn1cnc2c(-c3cccc(F)c3)csc2c1=O	65
128	O=C(c1ccco1)N(C(=O)N1CCCCC1)c1cccc(Cl)c1	52
129	O=C(c1ccc([N+](=O)[O-])cc1)N(C(=O)N1CCCCC1)c1cccc(Cl)c1	54
130	FC(F)(F)c1ccc(/C=N\Nc2nccc(C(F)(F)F)n2)cc1	63
131	Oc1ccccc1/C=C/c1ccc2ccccc2n1	67
132	COc1ccc(F)cc1S(=O)(=O)N1CCN(c2ccc(-c3ccco3)nn2)CC1	66
